aSyn tox rescue: qHTS of alpha-syn Inhibitors: NCGC Sytravon Library Screen. S. cerevisiae alpha-synuclein toxicity rescue, BacTiter-Glo growth, 24 h. 0.02% of 94,000 active. Potency, µM (series often up to 46.1 µM), inactives show at the highest dose growth rescue (activation), usual class: activators; active = well fitted activation curve with a large enough effect; inconclusive = small, poorly fitted or top-dose-only effect; note: 0% is about no effect
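Growth restoration measured by BacTiter-Glo luminescence after 24 hr at 30 deg C; alpha-synuclein yeast, raffinose-pregrown to mid-log, were added at OD600=0.02 in galactose medium onto pinned compounds.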
The depositor's hits bear a star; ? = inconclusive; [ ] = another dose, or the depositor's remark. Potency is the fitted concentration of half-maximal effect.

SMILES	aSyn tox rescue
CN1C(=O)N(C)C(c2cccc([N+](=O)[O-])c2)C2=C1CCCC2=O (stereo unspecified)	15%
Cc1ccc(CSc2nncn3c2cc2sccc23)cc1	3%
Cc1ccc(S(=O)(=O)Nc2ccnc(-c3cccnc3)n2)cc1	-7%
CCCCn1c(CN2CCN(c3ccccc3)CC2)nc2c1c(=O)n(C)c(=O)n2C	-3%
COC(=O)c1cc(NC(=O)Cn2nc(-c3ccccc3)c3c(c2=O)CCCC3)cc(C(=O)OC)c1	4%
CCOC(=O)c1cc(-c2ccc(OC)cc2)n(CCC(=O)NC2CCC(C)CC2)c1C (stereo unspecified)	27%
CC(NC(=O)c1cccc(S(=O)(=O)N2CCN(Cc3ccccc3)CC2)c1)c1ccc(Cl)cc1 (stereo unspecified)	6%
COc1ccc(NC(=O)Cn2c(=O)n(CCc3ccccc3)c(=O)c3ccccc32)cc1	5%
CC(C)c1ccc(NC(=O)c2cc3sc(Cl)cc3n2C)cc1	-14%
Cc1ccc(S(=O)(=O)c2nnn3c2nc(NC2CCCCC2)c2sccc23)cc1C	1%
CCOC(=O)N1CCN(C(=O)c2cnn(-c3cccc(C)c3)c2-n2cccc2)CC1	6%
COCCNC(=O)c1sc2nc3n(c(=O)c2c1C)CCC3	-2%
CC(C)(C)NC(=O)C(c1ccc(O)cc1)N(C(=O)CCC(=O)Nc1nccs1)c1ccccc1F (stereo unspecified)	-1%
COC(=O)C1=C(Nc2ccccc2NC(=O)CCCC(=O)O)CSC1	6%
O=C(C1CCN(S(=O)(=O)c2ccccc2)CC1)N1CCCCC1	8%
CCOC(=O)c1c(C)[nH]c(C2=NNC(=Nc3ccccc3OC)SC2)c1C	-1%
Cc1cccc(OCC(=O)Nc2ccc(Cl)c(-c3nc4ccccc4[nH]3)c2)c1	-35%[inhibitor]
CC(C)CCN(Cc1ccco1)C(=O)c1cc2c(s1)-c1ccccc1OC2	?
CCS(=O)(=O)Nc1cc(C(=O)O)ccc1C	-6%
CC(C)c1ccc(S(=O)(=O)c2nnn3c2nc(NCCc2ccccc2)c2sccc23)cc1	2%
Cc1nn(S(=O)(=O)c2ccc(C(C)C)cc2)c(C)c1S(=O)(=O)N1CCCCCC1	4%
Cc1cccc(C)c1NC(=O)c1c(C)oc2c1C1=NCCN1C=N2	-5%
Cc1cc(C)c(NC(=O)CN2CCN(S(=O)(=O)c3ccc4c(c3)OCCO4)CC2)c(C)c1	10%
CCOc1ccccc1NC(=O)c1cc(S(=O)(=O)NC2CCCC2)ccc1F	7%
Cc1ccc(NC(=O)CN2C(=O)NC3(CCCCC3C)C2=O)cc1S(=O)(=O)N1CCOCC1 (stereo unspecified)	-4%
Cc1ccccc1NC(=O)c1c(NC(=O)C(C)Oc2cccc(Cl)c2)sc2c1CCCC2 (stereo unspecified)	1%
COc1ccc(C2=C(C)C(N3CCN(c4ccc(OC)cc4)CC3)=NS2(=O)=O)cc1	-8%
CCCCCn1cc2c(c1-c1ccc(Br)cc1)c(=O)n(C)c(=O)n2C	-2%
Cc1ccc(C(=O)OCCOc2cccc(Cl)c2)cc1S(=O)(=O)N1CCOCC1	0%
O=C(Nc1ccc(F)cc1)c1nn(-c2ccccc2)c(=O)cc1Cl	1%
Cc1ccc(S(=O)(=O)Nc2ccc3c(c2)C(=O)N([C@@H](C)CO)C[C@@H](C)[C@@H](CN(C)S(=O)(=O)c2ccccc2)OCCCC[C@H](C)O3)cc1	14%
O=C(CSc1nc2c(oc3ccccc32)c(=O)n1Cc1ccco1)Nc1ccccc1Cl	-9%
CN(C)CCNC(=O)C1CCN(Cc2cc3ccccc3n2Cc2ccccc2)CC1	2%
CCOc1ccc(N(CC(=O)NCc2ccc(C)cc2)S(=O)(=O)c2c(C)[nH]c(=O)[nH]c2=O)cc1	3%
COC(=O)NC(NC(=S)Nc1cccc(C)c1)C(Cl)(Cl)Cl (stereo unspecified)	-5%
NC(=O)c1sc2cc(C(F)(F)F)cnc2c1-c1ccccc1	0%
C[C@H](CO)N1C[C@H](C)[C@H](CN(C)C(=O)Nc2ccnc(N3CCOCC3)c2)OCc2cnnn2CCCC1=O	7%
Cc1c(NC(=O)C(F)(F)F)ccc2nc3c(=O)n(C)c(=O)n(C)c3nc12	7%
CCOc1ccc2nc(C)cc(Nc3ccccc3OCC)c2c1	-7%
Cc1cc(=O)[nH]c(N/N=C/c2ccccc2C(F)(F)F)n1	4%
CCOc1cc(C(=O)Nc2c(NC)c3ccccc3oc2=O)cc(OCC)c1OCC	-14%
Cc1ccc(-n2ncc(C(=O)NCc3ccccc3C)c2-n2cccc2)cc1	-6%
COc1cccc(Nc2nc3ccc(C(=O)c4ccccc4)cc3n3c(C)nnc23)c1	3%
COc1cccc(-c2cc3nc(C)c(C)c(N4CCN(C(=O)c5ccoc5)CC4)n3n2)c1	4%
CC(=O)c1cc(-c2ccc(F)cc2)n(CCC(=O)NCc2ccccc2C)c1C	9%
Cc1c(Cl)cccc1NC(=O)CCN1C(=O)NC(C)(C)C1=O	6%
CCOC(=O)N1CCN(C(=O)/C(=C/c2cccs2)NC(=O)c2cccs2)CC1	-6%
Cc1nc2c(C(=O)NCCc3ccc(Cl)cc3)c[nH]n2c(=O)c1Cc1ccc(Cl)cc1	3%
CSc1cccc(Nc2cc(C(=O)NC3CCCCC3)c3ccccc3n2)c1	-13%
C[C@@H]1CN([C@H](C)CO)C(=O)CCCn2nncc2CO[C@H]1CN(C)S(=O)(=O)c1ccc2ccccc2c1	-5%
CC(Oc1ccc(F)cc1)C(=O)Nc1ccc(N2CCOCC2)cc1N1CCOCC1 (stereo unspecified)	29%
COc1ccc(C2=NN(C(C)=O)C(c3cn(-c4ccccc4)nc3-c3cccs3)C2)cc1 (stereo unspecified)	-10%
OCC1CCCN(C2CCN(Cc3nc(Cc4cccc(C(F)(F)F)c4)no3)CC2)C1 (stereo unspecified)	4%
COc1ccccc1NC(=O)C1CCN(S(=O)(=O)c2cn(C)cn2)CC1	-8%
CCOC(=O)c1c(C)[nH]c(CCC(=O)NCCCN2CCN(c3cc(C)ccc3C)CC2)c1C	6%
CCN(CC(=O)Nc1ccc(NC(C)=O)cc1)C(=O)c1cccc(S(=O)(=O)N2c3ccccc3CC2C)c1 (stereo unspecified)	-1%
Cc1ccc(S(=O)(=O)N2CCC(c3nnc(SCCN4CCCC4)n3C)CC2)cc1	-2%
COc1ccc(N2CCN(C(CNC(=O)C(=O)NCc3cccnc3)c3cccnc3)CC2)cc1 (stereo unspecified)	-2%
CCCCN(CC)C(=O)c1cc2c(=O)n3cccc(C)c3nc2n1C	0%
CCCN(CCC)C(=O)c1ccc2c(c1)N(CC)C(=O)c1ccccc1S2(=O)=O	9%

Next records follow.
SMILES	aSyn tox rescue
CC1=C(c2ccc(F)cc2)S(=O)(=O)N=C1N1CCC(C(=O)NCCc2ccccc2)CC1	2%
COc1ccc(-c2noc(-c3ccc(N4CCN(c5ccccc5)CC4)c([N+](=O)[O-])c3)n2)cc1	6%
Cc1nnc(N2C(=O)c3oc4ccccc4c(=O)c3C2c2cccc(OCCC(C)C)c2)s1 (stereo unspecified)	6%
Cc1ccc(NC(=O)Cn2c(CCC(=O)O)ccc2-c2cccs2)cc1	13%
O=C(c1ccc2c(c1)N(Cc1cccc(Cl)c1)C(=O)c1ccccc1S2(=O)=O)N1CCC(Cc2ccccc2)CC1	0%
Cc1cccc(C)c1NC(=O)Cn1c(SCC(=O)NCc2ccccc2)nc2ccccc21	3%
COc1ccc(Cc2c(O)nc(SCC(=O)c3ccc(OC)cc3)[nH]c2=O)cc1	8%
NNC(=O)CNc1cccc(Br)c1	-13%
COc1cccc(CN(C)C(=O)C23CC4CC(CC(C4)C2)C3)c1	28%
CCOC(=O)c1ccccc1NC(=O)CSc1ccc(-c2sc(C)nc2C)nn1	7%
CCCCc1nn2c(=O)cc(COC(=O)c3cccc(NC(=O)COc4ccccc4)c3)nc2s1	-43%[inhibitor]
Cc1nc2ccn(Cc3cccnc3)c(=O)c2cc1C(=O)N1CCN(c2ccc(F)cc2)CC1	-4%
COc1ccccc1NC(=O)N(C)C[C@H]1OCc2cnnn2CCCC(=O)N([C@H](C)CO)C[C@H]1C	0%
Cc1c(Cl)cccc1-n1ncc(C(=O)Nc2ccc3c(c2)OCCO3)c1C1CCN(C(=O)OC(C)(C)C)CC1	11%
Cc1cc(=O)n2nc(N3CCC(C(=O)Nc4ccc(C)c(Cl)c4)CC3)sc2n1	4%
COc1ccc(NC(=O)Cn2nnc3sc4c(c3c2=O)CCC(C)C4)c(OC)c1 (stereo unspecified)	-2%
COc1ccccc1CNC(=O)COc1ccc(S(=O)(=O)N2CCOCC2)cc1C	10%
Cc1onc(-c2ccccc2)c1C(=O)OCC(=O)N(C)c1c(N)n(Cc2ccccc2)c(=O)[nH]c1=O	-5%
Cc1ccc(S(=O)(=O)N2C[C@H]3C(=O)C[C@@H](c4ccccc4)N(S(=O)(=O)c4ccc(C)cc4)[C@H]3C[C@H]2c2ccc(Cl)cc2)cc1	-9%
CC(=O)Nc1ccc(N(C(=O)CNC(=O)c2ccco2)C(C(=O)NC2CCCC2)c2ccco2)cc1 (stereo unspecified)	9%
CC1CN(C(=O)N2CCC(C(=O)NCCCc3ccccc3)CC2)c2cc(Cl)ccc2O1 (stereo unspecified)	20%
Cc1cn(C)c(CC(=O)N2CCN(c3ccccc3F)CC2)c1C(=O)O	4%
COc1cc(NC(=O)C(CC(C)C)N2Cc3ccccc3C2=O)cc(OC)c1 (stereo unspecified)	-6%
CC(=O)c1ccc(N2CCN(C(=O)c3cc4cc5cc(C)ccc5nc4s3)CC2)cc1	1%
COc1ccc(-c2nc(CS(=O)CC(=O)NCc3ccc4c(c3)OCO4)c(C)o2)cc1 (stereo unspecified)	3%
Cc1ccc(NC(=O)N2CCC(CN3CCCC3)CC2)c(C)c1	4%
NC(=O)c1sc2nc3c(cc2c1N)CCC3	9%
COc1ccc(C(CC(=O)Nc2cc(OC)cc(OC)c2)n2cccc2)cc1 (stereo unspecified)	3%
O=C(c1cc(-c2ccccc2)nc2ccccc12)N1CCCC1	-2%
CC1CC(=O)N(CC(=O)Nc2ccc(F)cc2F)c2ccccc2S1 (stereo unspecified)	-3%

Reprinted from the part before: 2 compounds; new compounds follow.
SMILES	aSyn tox rescue
O=C(c1cc(-c2ccccc2)nc2ccccc12)N1CCCC1	-2%
CC1CC(=O)N(CC(=O)Nc2ccc(F)cc2F)c2ccccc2S1 (stereo unspecified)	-3%
CC(=O)c1ccc(NC(=O)CSC2=Nc3ccccc3N=C(c3ccc(F)cc3)C2)cc1	-10%
Cc1cccc(NC(=O)/C(C#N)=C/c2ccc(C)o2)c1	-6%
C[C@@H]1CN([C@@H](C)CO)C(=O)CCCn2nncc2CO[C@H]1CN(C)Cc1ccc2c(c1)OCO2	-3%
CCOC(=O)N1CCN(C(=O)c2ccccc2SCC(=O)NCC2CCCCC2)CC1	4%
Cc1cccn2c(=O)c3cc(C#N)c(=NC(=O)c4cccs4)n(CCCOC(C)C)c3nc12	-1%
COC(=O)c1c(C)oc2c1cc(NS(=O)(=O)c1c(C)cc(C)cc1C)c1ccccc12	-1%
CCN(CC(=O)Nc1ccccc1C(F)(F)F)C(=O)c1ccccc1SCC(=O)N1CCCC1	7%
CC(=O)c1cccc(Nc2c([N+](=O)[O-])c(=O)oc3ccccc23)c1	-3%
CCOc1ccc(CCNC(=O)c2cc3sc(CC)cc3n2C)cc1OCC	1%
Cc1cc(Cl)ccc1OCCCC(=O)NN	3%
CCOC(=O)Cn1c(=NC(=O)CSC(C)=O)sc2ccccc21	-3%
Cc1cccc(-c2nc(Cn3c(=O)cc(-c4ccccc4)c4c(C)nn(C)c43)c(C)o2)c1	-4%
Cn1c(CSCc2ccc(Cl)c(Cl)c2)n[nH]c1=S	14%
O=C(Nc1cccnc1)c1ccc(-c2cc(Cl)ccc2Cl)o1	5%
COc1ccc(-n2nc(C(=O)Nc3ccc(C(C)=O)cc3)nc2-c2ccccc2)cc1	21%
COc1ccc(C(=O)N2CCC(c3c[nH]c4ccccc34)(c3c[nH]c4ccccc34)CC2)cc1	7%
CCc1ccc(/C=C(/C#N)c2nc(-c3ccc(C)cc3)cs2)cc1	6%
CC(Oc1ccc(Cl)cc1)C(=O)Nc1ccc(S(=O)(=O)Nc2nccs2)cc1 (stereo unspecified)	-7%
COc1cc(OC)c(NC(=O)Cn2c(=O)cc(C)c3c(C)nn(-c4ccc(C)cc4)c32)cc1Cl	-12%
COc1ccc(-c2cc(C(F)(F)F)nc(SCCC(=O)Nc3ccc(OC)c(OC)c3)n2)cc1	-12%
COc1ccc2[nH]cc(CCN3C(=O)c4ccc(C(=O)O)cc4C3=O)c2c1	-1%
Cc1cc(Nc2ccc(F)cc2)nc(-n2nc(C)cc2C)n1	4%
CCOc1c(CC2C(=O)Nc3ccc(Br)cc32)cccc1OC (stereo unspecified)	13%

Of the compounds above, 12 contain two or more sulfur atoms.
SMILES	aSyn tox rescue
Cc1ccc(CSc2nncn3c2cc2sccc23)cc1	3%
Cc1ccc(S(=O)(=O)c2nnn3c2nc(NC2CCCCC2)c2sccc23)cc1C	1%
CC(C)c1ccc(S(=O)(=O)c2nnn3c2nc(NCCc2ccccc2)c2sccc23)cc1	2%
Cc1nn(S(=O)(=O)c2ccc(C(C)C)cc2)c(C)c1S(=O)(=O)N1CCCCCC1	4%
Cc1ccc(S(=O)(=O)Nc2ccc3c(c2)C(=O)N([C@@H](C)CO)C[C@@H](C)[C@@H](CN(C)S(=O)(=O)c2ccccc2)OCCCC[C@H](C)O3)cc1	14%
CCOC(=O)N1CCN(C(=O)/C(=C/c2cccs2)NC(=O)c2cccs2)CC1	-6%
Cc1ccc(S(=O)(=O)N2CCC(c3nnc(SCCN4CCCC4)n3C)CC2)cc1	-2%
CCOC(=O)c1ccccc1NC(=O)CSc1ccc(-c2sc(C)nc2C)nn1	7%
Cc1ccc(S(=O)(=O)N2C[C@H]3C(=O)C[C@@H](c4ccccc4)N(S(=O)(=O)c4ccc(C)cc4)[C@H]3C[C@H]2c2ccc(Cl)cc2)cc1	-9%
CCOC(=O)Cn1c(=NC(=O)CSC(C)=O)sc2ccccc21	-3%
Cn1c(CSCc2ccc(Cl)c(Cl)c2)n[nH]c1=S	14%
CC(Oc1ccc(Cl)cc1)C(=O)Nc1ccc(S(=O)(=O)Nc2nccs2)cc1 (stereo unspecified)	-7%

The list is partial; count on the stated rates, not on these rows.
